# Akt phos inh – Akt phosphorylation inhibition; Neuro2A IGF-stimulated pAkt S473 HTRF, 20 min; active compounds read low; activity change, % for hits at 50 µM; 360,000 tested, 0.32% active; AID 651550; in the data active = activity change below about -80%; inconclusive = mostly about -51% to -80%; note: % is set by controls: 0 for no effect and ±100 for the full control effect
#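 Neuro2A cells (4,500/well, DMEM with 0.5% FBS) were treated with compound at a single 50 µM final concentration, stimulated with 6 nM IGF for 20 min at 37 °C, and lysed. Phospho-Akt Ser473 was read by HTRF as 665/615 ratio ×10^4.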
# FUS yeast rescue – rescues growth of FUS-expressing yeast; Potency, µM (doses to about 76.6 µM), for the others: top-dose growth rescue (activation), actives largely listed as activators; 390,000 tested, 0.24% active; S. cerevisiae FUS-expressing, growth rescue, OD600, 24 h; AID 1347120;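 note: potency is the fitted concentration of half-maximal effect; plate controls were DMSO vehicle for no effect and reference control for full effect; nearly all actives have a fitted effect of over 55% in size; some results filed as inactive show a strong effect at the top dose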
#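 Quantitative HTS measuring growth restoration of FUS-toxic yeast. Galactose-induced cells (OD 0.005) were exposed 24hr at 30C to compounds at several concentrations, then absorbance at 600 nm was recorded.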
# Mm-Cpn inhibitor – blocks the Methanococcus maripaludis chaperonin Mm-Cpn; Potency, µM (series often up to 76.9 µM), inactives show at the highest dose activity, negative = inhibition, hits mostly inhibitors; 330,000 tested, 0.031% active; AID 504842; purified Mm-Cpn ATPase, ADP Transcreener TR-FRET; note: potency is the fitted concentration of half-maximal effect; % is set by controls: 0 for no effect and ±100 for the full control effect; nearly all actives have a fitted effect of over 80% in size
#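 Quantitative HTS used 25 nM Mm-CPN and 10 uM ATP in magnesium/KCl Tris buffer, pH 7.4, with 1 mM DTT. Hydrolysis ran 30 min at 37°C; ADP was read by HTRF.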
# HEK293 tox – cytotoxicity counter-screen for GLP-1 receptor inverse agonists. Potency, µM (titrated, usually from 38.3 µM), for the others: at the highest dose activity change, negative = inhibition, hits mostly inhibitors. HEK293 cAMP-luciferase reporter cells, luminescence, 24 h. 410,000 tested, 0.13% active;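 note: loss of luciferase light is scored as toxicity; potency is the fitted concentration of half-maximal effect; % is set by controls: 0 for no effect and ±100 for the full control effect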
#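 Seeding density was 200 cells/uL; after overnight-length (12 h) culture, 23 nL compounds went on for 24 h at 37 °C. Readout used a luciferase detection reagent, luminescence taken after 12 min at room temperature.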
# Abeta yeast res – A-beta toxicity reversal in yeast. yeast expressing A-beta42, growth rescue, OD600, 48 h; response scale: 0% DMSO, 100% iron-clioquinol control. Potency, µM (series often up to 46.1 µM), for inactives: at the highest dose growth rescue, actives largely listed as activators. 410,000 tested, 0.063% active. AID 1347071; note: potency is the fitted concentration of half-maximal effect; nearly all actives have a fitted effect of over 55% in size
#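 Yeast A-beta toxicity model in growth medium with pinned compounds, 48 h at 30 C; growth read as absorbance at 600 nm. Normalized to FeCl3/clioquinol equimolar mix (positive) and DMSO (negative).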
# GLP-1R inv ag – acts as inverse agonist at human GLP-1 receptor; 410,000 tested, 1.6% active; Potency, µM (series often up to 38.3 µM), for the others: at the highest dose activity change, negative = inhibition, usual class: inhibitors; P43220; HEK293 GLP-1R CRE-luciferase, luminescence, 24 h; GLP-1R form is constitutively active; note: potency is the fitted concentration of half-maximal effect; % is set by controls: 0 for no effect and ±100 for the full control effect; nearly all actives have a fitted effect of over 55% in size
# Target sequence (P43220 whole entry, looked up): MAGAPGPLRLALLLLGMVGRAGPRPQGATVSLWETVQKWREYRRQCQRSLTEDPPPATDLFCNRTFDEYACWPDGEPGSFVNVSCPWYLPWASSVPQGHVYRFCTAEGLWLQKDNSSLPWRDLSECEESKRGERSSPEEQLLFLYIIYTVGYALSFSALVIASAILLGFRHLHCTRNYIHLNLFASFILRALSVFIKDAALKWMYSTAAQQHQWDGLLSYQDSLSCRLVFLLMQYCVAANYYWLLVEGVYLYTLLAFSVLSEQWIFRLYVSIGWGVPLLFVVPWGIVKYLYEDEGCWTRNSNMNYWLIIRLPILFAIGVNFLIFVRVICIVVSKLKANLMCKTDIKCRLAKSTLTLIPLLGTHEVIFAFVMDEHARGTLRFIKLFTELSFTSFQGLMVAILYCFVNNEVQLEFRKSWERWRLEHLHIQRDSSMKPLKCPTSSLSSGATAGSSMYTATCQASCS
#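 Using stably transfected HEK293 (constitutively active GLP-1R, cAMP-luciferase reporter), compounds were incubated 24 hr and luciferase measured by luminescence.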
# PTHR1 agonist – PTHR1 (human) receptor agonism; Q03431; HEK293 GP2 PTHR1 cells, GloSensor cAMP luminescence, 1 h; Potency, µM (highest dose often 115 µM), for the others: top-dose activation, usual class: activators; 410,000 tested, 0.075% active; AID 743266; note: potency is the fitted concentration of half-maximal effect; nearly all actives have a fitted effect of over 55% in size; some results filed as inactive show a strong effect at the top dose; inactives centre near -15; many of its hits are not listed in these tables
# Target sequence (Q03431 whole entry, looked up): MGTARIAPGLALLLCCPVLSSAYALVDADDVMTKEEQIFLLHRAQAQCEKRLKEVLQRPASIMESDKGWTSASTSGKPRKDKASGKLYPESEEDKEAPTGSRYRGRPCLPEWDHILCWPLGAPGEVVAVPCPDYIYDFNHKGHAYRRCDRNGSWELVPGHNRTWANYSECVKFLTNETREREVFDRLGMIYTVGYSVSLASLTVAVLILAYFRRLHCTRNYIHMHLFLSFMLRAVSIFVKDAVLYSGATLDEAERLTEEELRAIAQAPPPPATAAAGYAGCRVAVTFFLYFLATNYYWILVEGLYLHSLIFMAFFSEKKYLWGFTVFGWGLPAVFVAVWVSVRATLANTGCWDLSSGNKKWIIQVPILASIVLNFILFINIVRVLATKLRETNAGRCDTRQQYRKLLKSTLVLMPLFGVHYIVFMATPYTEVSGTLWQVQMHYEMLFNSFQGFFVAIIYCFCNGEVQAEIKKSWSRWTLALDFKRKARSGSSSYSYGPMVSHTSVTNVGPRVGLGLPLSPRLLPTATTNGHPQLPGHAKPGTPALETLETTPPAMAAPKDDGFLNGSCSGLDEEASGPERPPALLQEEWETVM
#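 HEK-293-derived GP2 cells expressing PTHR1 and a GloSensor cAMP reporter, 3,000/well, plated overnight, given luciferin plus IBMX (each 0.5 mM as added) for 1 h at 37 °C, then compound for 1 h at 37 °C. Luminescence was read after 15 min at room temperature.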
# TDP-43 yeast inh – rescues yeast growth from TDP-43 toxicity; Potency, µM (titrated, usually from 46.1 µM), for the others: at the top dose growth rescue (activation), actives largely listed as activators; 410,000 tested, 1.8% active; TDP-43 expressing yeast growth rescue, BacTiter-Glo, 24 h; note: potency is the fitted concentration of half-maximal effect; % of control where 0% means no effect; nearly all actives have a fitted effect of over 50% in size
#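 Luminescence from BacTiter-Glo reports growth of TDP-43-expressing yeast after 24 hr at 30 deg C with compound. Cells were raffinose-pregrown to mid-log, then seeded in galactose medium at OD600=0.02.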
# aSyn rescue – inhibitors of alpha-synuclein toxicity in yeast; Yeast expressing alpha-synuclein, growth rescue, BacTiter-Glo, 24 h; Potency, µM (doses to about 46.1 µM), inactives show at the highest dose growth rescue (activation), actives largely listed as activators; 370,000 tested, 0.14% active; note: potency is the fitted concentration of half-maximal effect; % of control where 0% means no effect; nearly all actives have a fitted effect of over 65% in size
#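 Screening used galactose-induced yeast with toxic alpha-synuclein levels, exposed to compound for 24 hr at 30 deg C. Cell growth, read with BacTiter-Glo luminescence, gave the measured signal.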
# * hit, by the source's call; i = inactive; ? = inconclusive; nt = no result given; [ ] = dose if it differs, or a comment. Unless noted, calls come from the whole dose curve; as a rule, active = well fitted curve in the direction sought with a large enough effect; inconclusive = small, poorly fitted or top-dose-only effect, or another doubt; inactive = no such curve, though single readings can be large; an effect the other way counts as inactive or inconclusive. Only part of the results is shown; count on the stated rates, not on these rows.
SMILES,Akt phos inh,FUS yeast rescue,Mm-Cpn inhibitor,HEK293 tox,Abeta yeast res,GLP-1R inv ag,PTHR1 agonist,TDP-43 yeast inh,aSyn rescue
Cc1ccc(C)c2sc(NC(=O)c3ccc(S(=O)(=O)N4CCCC4)cc3)nc12,nt,-10%,nt,-12%,-16%,1%,-26%,15%,1%
O=C(CNC(=O)c1ccccc1F)OCc1cc(=O)n2ccsc2n1,nt,8%,nt,8%,-21%,11%,-16%,-1%,nt
O=C(NC1CCCCC1)C(c1ccc(F)cc1)N(C(=O)c1csnn1)C1CCCC1 (stereo unspecified),i,10%,1%,4%,-5%,?,i,15%,2%
Cc1ccc2nc(NC(=O)C3CCCN3C(=O)OC(C)(C)C)sc2c1 (stereo unspecified),i,26%,0%,6%,22%,?,-13%,24%,4%
COc1ccc2c(-c3ccccc3)cc(SCC(=O)NC3CCS(=O)(=O)C3)nc2c1 (stereo unspecified),i,9%,-3%,-4%,6%,?,i,-10%[0.397 µM],1%
COc1ccc(-c2csc(N(CCCN(C)C)C(=O)c3ccccc3F)n2)cc1,i,5%,-3%,5%,16%,?,i,-4%,3%
COc1ccc(-c2cc3nc(C)c(CCC(=O)N4CCN(c5ccccc5F)CC4)c(C)n3n2)c(OC)c1,nt,-26%,nt,1%,3%,5%,-31%[inhibitor],9%,nt
COc1ccc(-c2noc(N3CCC(C(=O)NCCCN4CCCC(C)C4)CC3)n2)cc1 (stereo unspecified),i,-12%,?,-11%,-7%,?,-10%,8%,2%
Nc1cc(Cl)cc2c1-c1ccc(Cl)cc1C2O (stereo unspecified),i,-22%,nt,-1%,-26%,14%,i,10%,-4%
O=C(CN1C(=O)C2C3CC(C(Br)C3Br)C2C1=O)OCC(=O)c1cccc([N+](=O)[O-])c1 (stereo unspecified),i,11%,0%,8%,-11%,10%,i,-5%,8%
CN(Cc1ccc(F)cc1)C(=O)c1cc(COc2ccc(-n3cncn3)cc2)on1,i,nt,2%,-10%,-19%,?,-37%[inhibitor],?,20%
CS(=O)(=O)Nc1ccccc1C(=O)O,i,20%,0%,5%,15%,36%[activator],-2%[57.5 µM],0%,5%
O=C(NCc1ccncc1)c1ccc(-c2ccc(F)c(F)c2)c2ccoc12,i,-1%,nt,-6%,-8%,?,-77%[inhibitor],3%,-1%
Cc1ccc(NS(=O)(=O)c2ccc(-c3cnc(C4CC4)o3)cc2)cc1,i,45%,-1%,4%,10%,?,-23%,?,?
COc1ccccc1C1CC(=O)Oc2c(C(C)C)ccc(C)c21 (stereo unspecified),i,3%,-3%,5%,-23%,?,i,8%,-29%
COc1ccc(S(=O)(=O)N[C@@H](C)C(=O)OCC(=O)Nc2cc3oc4ccccc4c3cc2OC)cc1,i,nt,?,-1%,9%,-19%,-7%,10%,1%
CCCN1CCC(N2CCN(c3cccc(C(F)(F)F)c3)CC2)CC1,i,22%,-3%,-2%,-6%,0%,i,-42%[inhibitor],-8%
CC1=NOC2(C1)/C(=N/O)CCC/C2=N\O (stereo unspecified),i,17%,0%,-1%,-3%,1%,-5%[57.5 µM],-17%,-2%
Cc1cc(C(=O)N(C)CC2CCCN(CCc3ccc(F)cc3)C2)c(C)o1 (stereo unspecified),i,-2%,0%,4%,1%,?,?,0%,-8%
CCCCNc1cc(=O)n(C)c(=O)[nH]1,i,-26%,1%,1%,6%,7%,-14%,4%,-3%
Brc1ccc(-c2csc(NNC3=NCCCCC3)n2)cc1,i,?,-2%,-13%,4%,6%,-83%[inhibitor],14%,-7%
CCOC(=O)c1c(C)[nH]c(C)c1S(=O)(=O)NCC(=O)Nc1cc(Cl)ccc1OC,nt,8%,nt,-1%,-9%,11%,-13%,23%,nt
CCOC(=O)C1CN(S(=O)(=O)c2ccccc2)CCN1S(=O)(=O)c1ccccc1 (stereo unspecified),i,12%,0%,-8%,18%,0%,-14%[57.5 µM],-6%,10%
O=C(NC(=S)NCC1CCCO1)c1ccccc1 (stereo unspecified),i,nt,1%,-3%,13%,6%,i,-28%,-24%
COc1ccccc1Cn1c(/C=C/c2ccccc2)nc2ccccc21,i,nt,-5%,?,-60%[inhibitor],0%,-25%,20µM*,-29%
COc1ccccc1CNS(=O)(=O)c1ccc(F)c(C(=O)Nc2cc(Cl)ccc2OC)c1,nt,2%,nt,11%,-7%,?,-21%,-2%,nt
O=C1OC(Nc2ccc(Br)cn2)c2ccccc21 (stereo unspecified),i,-12%,-2%,2%,-1%,13%,-20%[57.5 µM],-2%,-3%
COc1cc2c3c(c1)C1(C(=O)N3C(C)(C)C=C2C)C(C#N)=C(N)Oc2cc(O)ccc21 (stereo unspecified),i,25%,nt,-13%,12%,?,-54%[inhibitor],13%,6%
Cc1cc(=O)oc(C)c1C(=O)N1CCCc2ccccc21,i,-8%,3%,23%,4%,-23%,i,-4%,1%
CC1=CC(=C(C#N)C#N)C=C(C)N1Cc1ccc(Cl)cc1,i,6%,0%,-22%,-9%,-9%,-26%,0%,0%
O=C(NCCOc1ccccc1Cl)C(=O)NCCOc1ccccc1Cl,i,-18%,-6%,1%,-9%,-6%,4%,0%,-5%
Cc1ccc(NC(=S)NC(C)CCc2ccccc2)cc1C (stereo unspecified),i,nt,-4%,-20%,0%,?,-14%,-3%,14%
O=C(COC(=O)CNC(=O)c1ccccc1Cl)Nc1cc(C(F)(F)F)ccc1Cl,nt,4%,-3%,nt,-12%,nt,-3%,nt,nt
CN(C)S(=O)(=O)c1ccc(N2CCCC2)c(C(=O)NNC(=O)COc2ccccc2F)c1,i,5%,1%,5%,-16%,4%,i,0%,2%
CC(C)C[C@H](NC(=O)[C@@H]1Cc2c([nH]c3ccccc23)C2c3ccccc3C(=O)N21)C(=O)NCC1CCCO1 (stereo partly specified),i,?,0%,3%,3%,1%,-14%,20%,4%
O=C(C(=O)N1CCCC1)c1c[nH]c2ccccc12,i,0%,0%,8%,2%,9%,-2%,0%,8%
CCN(CC(=O)Nc1c(F)cccc1F)C(=O)CSCC(=O)Nc1cccc(C)c1,i,14%,-2%,12%,-10%,-10%,i,4%,0%
CC(=O)Nc1ccc(C2(O)COc3ccccc3O2)cc1 (stereo unspecified),i,37%,-1%,-1%,18%,?,i,-14%,-6%
CCC(CC)=N/N=C/c1c(O)n(CC)c2cc(C3=NNC(=O)CC3)ccc12,i,26%,0%,10%,-1%[9.22 µM],56%[activator],i,-5%,-4%
c1ccc(Cn2nnc3c(NCc4ccc5c(c4)OCO5)ncnc32)cc1,i,-28%,0%,-3%,6%,-14%,i,4%,1%
CNC(=O)c1c(Cl)cnn1-c1ccccc1,i,-2%,-1%,-2%,-4%,0%,i,-11%,2%
Cc1ccccc1NC(=S)C1=C(O)c2sccc2N(C)S1(=O)=O,i,26%,-1%,-7%,-49%[inhibitor],0%,-19%[57.5 µM],?,2%
Cc1nn(CC(=O)O)c(C)c1NC(=O)c1cccs1,i,-2%,-1%,24%,5%,9%,-22%,2%,-11%
O=C(NCCCN1CCC(Cc2ccccc2)CC1)C1CC(=O)N(C2CCCC2)C1 (stereo unspecified),i,-7%,0%,-27%,7%,-25%,-21%,11%,0%
CCn1c(SCC(=O)NC(C)C(C)C)nc2cc(S(=O)(=O)N3CCOCC3)ccc21 (stereo unspecified),i,14%,0%,4%,-4%,13%,-4%,6%,2%
Cc1cc(C)c(C#N)c(SCc2cc3c(cc2Cl)OCO3)n1,i,8%,-4%,10%,-14%,3%,18%[57.5 µM],-23%,4%
Cc1cc(NC(=O)CCC(=O)N(CCc2ccccc2)C(C(=O)NC2CCCC2)c2ccco2)no1 (stereo unspecified),i,35%,-1%,-20%,-16%,?,-18%,-17%,1%
COC(=O)CSC1=C(C#N)C(c2sccc2C)CC(=O)N1 (stereo unspecified),i,-45%,1%,-7%,15%[9.22 µM],1%,i,10%,3%

# 3 compounds out of the list above, sorted by the value under GLP-1R inv ag, descending:
mol,Akt phos inh,Mm-Cpn inhibitor,GLP-1R inv ag,PTHR1 agonist
COC(=O)CSC1=C(C#N)C(c2sccc2C)CC(=O)N1 (stereo unspecified),i,1%,1%,i
CNC(=O)c1c(Cl)cnn1-c1ccccc1,i,-1%,0%,i
O=C(NCCCN1CCC(Cc2ccccc2)CC1)C1CC(=O)N(C2CCCC2)C1 (stereo unspecified),i,0%,-25%,-21%

# Other structures follow:
SMILES,Akt phos inh,FUS yeast rescue,Mm-Cpn inhibitor,HEK293 tox,Abeta yeast res,GLP-1R inv ag,PTHR1 agonist,TDP-43 yeast inh,aSyn rescue
Cc1ccc(/C(N)=N/OC(=O)COc2ccccc2Cl)cc1,i,nt,-4%,16%,2%,-1%,-12%,-69%[inhibitor],0%
Cc1ccccc1CC(=O)Nc1ccc2c(C)cc(=O)oc2c1,i,13%,0%,6%,7%,46%[activator],-27%,4%,0%
CCOc1cc(Br)c(C(=O)O)cc1OC,nt,3%,0%,-3%,-5%,0%,28%[57.5 µM],0%,-7%
CC1(C)Cc2ccccc2-c2nc(NCCO)n(-c3ccccc3)c(=O)c21,i,3%,-6%,-10%,12%,?,i,?,-3%
CC(Sc1nnc(C2CC2)n1C)C(=O)Nc1ccc2c(c1)CCC2 (stereo unspecified),i,-17%,3%,-10%,36%,11%,-21%,20%,1%
c1ccc(OCCOc2ncnc3sccc23)cc1,i,-4%,0%,-9%,5%,1%,i,?,15%
CN(C(=O)c1nc(-c2ccccc2)n(-c2ccccc2)n1)C1CCS(=O)(=O)C1 (stereo unspecified),i,-6%,-1%,-6%,7%,31%,-11%,24%,6%
